# Bioassay records from PubChem.
# JMJD2A Tudor = inhibitors of human JMJD2A Tudor domain | AlphaScreen JMJD2A-Tudor / H3K4me3 peptide binding | Potency, µM (top dose mostly 114 µM), for inactives: at the top dose activity change, negative = inhibition, actives largely listed as inhibitors | O75164 | AID 504339 | 4.4% of 390,000 active; also: % is scaled to controls: 0 for no effect and ±100 for the full control effect; nearly all actives have a fitted effect of over 50% in size
# PGK inhibitor = blocks T. brucei phosphoglycerate kinase. P07378. PGK/GAPDH coupled, Kinase-Glo luminescence, 60 min. Potency, µM (top dose mostly 57.5 µM), for the others: at the top dose activity change, negative = inhibition, actives largely listed as inhibitors. 0.043% of 380,000 active. AID 602233; also: % is scaled to controls: 0 for no effect and ±100 for the full control effect; nearly all actives have a fitted effect of over 60% in size
# Target sequence (P07378 whole entry, looked up): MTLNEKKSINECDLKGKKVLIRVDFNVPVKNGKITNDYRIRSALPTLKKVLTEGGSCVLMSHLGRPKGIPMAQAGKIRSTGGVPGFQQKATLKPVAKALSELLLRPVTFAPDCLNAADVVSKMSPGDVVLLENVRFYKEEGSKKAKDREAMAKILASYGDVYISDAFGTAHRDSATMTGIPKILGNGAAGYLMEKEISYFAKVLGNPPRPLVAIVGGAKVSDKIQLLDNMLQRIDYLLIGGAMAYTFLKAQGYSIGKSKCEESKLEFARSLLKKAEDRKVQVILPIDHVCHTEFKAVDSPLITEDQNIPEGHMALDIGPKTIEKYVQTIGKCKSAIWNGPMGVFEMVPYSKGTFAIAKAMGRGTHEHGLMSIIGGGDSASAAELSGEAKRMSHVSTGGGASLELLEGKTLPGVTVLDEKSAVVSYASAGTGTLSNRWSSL
#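 Luminescent ATP detection (Kinase-Glo Plus) follows a 60-minute room-temperature incubation, with wells lacking PGK as controls. Buffer: 100 mM TEA (pH 7.6), 5 mM MgCl2, 0.01% Tween-20. Coupling enzyme GAPDH (100 nM final) supplies unstable 1,3-BPG in-well.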
# POLI inh = DNA polymerase iota (human) inhibition. Q9UNA4. Potency, µM (doses to about 115 µM), inactives show top-dose activity, negative = inhibition, actives largely listed as inhibitors. Pol iota fluorescent replication assay, 10 min. 1% of 390,000 active
#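 Pol iota at 10 nM preincubated 15 min with compounds at room temperature; reaction started with fluorescent substrate, 50 nM final. Fluorescence read kinetically at 0 and 10 min; buffer-only wells as negative control.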
# Pin1 inh = blocks the human prolyl isomerase Pin1; Potency, µM (titrated, usually from 115 µM), without a hit: top-dose activity, negative = inhibition, most hits filed as inhibitors; Pin1 FP peptide displacement, HiFluor488, 10 min; 0.009% of 390,000 active; AID 504891; active = well fitted inhibition curve with a large enough effect in the polarisation, with a control signal flat, not every such curve was filed as active; inconclusive = small, poorly fitted or top-dose-only effect, or effect the other way, or a change in a side signal; inactive = no such curve, though single readings can be large or run the other way; the % refers to the polarisation; also: % is scaled to controls: 0 for no effect and ±100 for the full control effect
# Target sequence (Q13526 whole entry, looked up): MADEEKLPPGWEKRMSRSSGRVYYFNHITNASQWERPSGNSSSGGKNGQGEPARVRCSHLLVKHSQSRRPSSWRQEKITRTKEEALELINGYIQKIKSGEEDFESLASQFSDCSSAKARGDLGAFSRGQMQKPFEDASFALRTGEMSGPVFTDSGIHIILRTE
# G9a block = inhibitors of human histone lysine methyltransferase G9a; 8.8% of 350,000 active; G9a H3K9 monomethylation, AlphaScreen, 2 h; Potency, µM (titrated, usually from 102 µM), without a hit: top-dose activity, negative = inhibition, actives largely listed as inhibitors; Q96KQ7; AID 504332; also: % is scaled to controls: 0 for no effect and ±100 for the full control effect; nearly all actives have a fitted effect of over 75% in size
# Target sequence (Q96KQ7 913-1193 limits assumed): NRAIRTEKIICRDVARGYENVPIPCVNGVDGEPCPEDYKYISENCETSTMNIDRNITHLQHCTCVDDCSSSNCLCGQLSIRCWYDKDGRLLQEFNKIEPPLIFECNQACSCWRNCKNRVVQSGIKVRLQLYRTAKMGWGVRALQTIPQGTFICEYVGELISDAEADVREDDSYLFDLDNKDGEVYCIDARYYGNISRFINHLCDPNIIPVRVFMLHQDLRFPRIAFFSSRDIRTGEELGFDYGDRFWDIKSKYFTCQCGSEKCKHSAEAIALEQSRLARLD
#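 Step 1: enzyme (final 20 nM) with compound, 15 min RT. Step 2: substrate peptide 500 nM and SAM 20 uM, 2 h RT. Step 3: anti-H3K9me1 antibody and AlphaScreen beads, 10 min, then plate read.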
# BLM helicase inh = blocks DNA unwinding by human BLM helicase | P54132 | recombinant BLM DNA unwinding, fluorescence dequenching | Potency, µM (top dose mostly 56.1 µM), for the others: top-dose activity change, negative = inhibition, usual class: inhibitors | 0.2% of 350,000 active;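 also: plate controls were vehicle for no effect and no enzyme for full effect; nearly all actives have a fitted effect of over 35% in size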
# GLS inh = glutaminase GLS (human) inhibition | AID 624170 | Potency, µM (doses to about 45.5 µM), for inactives: at the top dose activity change, negative = inhibition, hits mostly inhibitors | GLS enzymatic activity, qHTS titration | O94925 | 0.21% of 410,000 active; also: % is scaled to controls: 0 for no effect and ±100 for the full control effect
#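 Compounds were pin-transferred onto hKGA, after which L-glutamine (1 mM solution) and a detection mix of glutamate oxidase, HRP and Amplex Red were added. Initial and 30 min RT fluorescence reads were collected.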
# BAZ2B block = BAZ2B (human) inhibition; Q9UIF8; AlphaScreen BAZ2B-H3K14Ac peptide displacement; Potency, µM (series often up to 114 µM), inactives show top-dose activity change, negative = inhibition, most hits filed as inhibitors; 4.4% of 360,000 active; AID 504333; also: % is scaled to controls: 0 for no effect and ±100 for the full control effect; nearly all actives have a fitted effect of over 60% in size
#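 Inhibition is scored as reduced AlphaScreen emission. The BAZ2B/b-H3(5-23)K14Ac complex (50 nM each) in PBS pH 7.4, 0.01% Tween-20 meets compound (up to 110 uM) for 30 min at RT before bead addition.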
# HP1b chromo inh = blocks HP1-beta chromodomain binding to methylated histone tails; P83916; AlphaScreen HP1-beta / biotin-H3K9me3 peptide binding; Potency, µM (doses to about 114 µM), for the others: at the highest dose activity change, negative = inhibition, most hits filed as inhibitors; 0.56% of 390,000 active; AID 540317; also: nearly all actives have a fitted effect of over 70% in size; inactives centre near 23
#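 HP1-beta protein (50 nM final) preincubated 30 min at room temperature with biotinylated H3(1-18)K9me3 peptide (50 nM) in PBS pH 7.4, 0.01% Tween-20, then compound added for 30 min. AlphaScreen streptavidin donor/nickel chelate acceptor beads (10 ug/mL final), 30 min dark, luminescence read.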
# * marks the source's active call; other numbers are inactive results; i = inactive; ? = inconclusive; nt = not tested or not shown; ! = not active in a repeat; [ ] = dose if it differs, or a comment. Unless noted, calls follow the shape of the dose curve; as a rule, active = well fitted curve in the direction sought with a large enough effect; inconclusive = small, poorly fitted or top-dose-only effect, or another doubt; inactive = no such curve, though single readings can be large; an effect the other way counts as inactive or inconclusive. Potency is read from the fitted curve at half-maximal effect. This is a subset; the hit share may differ from the screen's.
JMJD2A Tudor	PGK inhibitor	POLI inh	Pin1 inh	G9a block	BLM helicase inh	GLS inh	BAZ2B block	HP1b chromo inh	structure
?	i	?	-3%	?	0%	-6%	61%[activator]	1%	CCn1c(C(=O)NC(C)c2ccc3c(c2)OCCO3)cc2sccc21 (stereo unspecified)
-3%	8%	0%	-2%	1%	-3%	-3%	2%	25%	CCC(=O)N(CCc1ccccc1)Cc1cc2cc(C)ccc2[nH]c1=O
-15%	-7%	5%	-3%	55%[activator]	0%	-1%	-24%	29%	Cc1ccsc1/C=N/NC(=O)c1nnn(-c2nonc2N)c1C(C)C
-9%	i	20%	-8%	19%[59 µM]	3%	0%	0%	36%	CCCOc1ccc(N2C(=O)CC(NCc3cccs3)C2=O)cc1 (stereo unspecified)
-4%	-8%	36%[activator]	-5%	nt	nt	3%	nt	54%[activator]	CC(=O)C1=CN(CC2CCCCC2)CCC1=O
-7%	nt	-18%	0%	-35%	-5%	-7%	10%	42%[activator]	Cn1c(Cn2nnc3ccccc32)nnc1SCC(=O)N1c2ccccc2Sc2ccccc21
28µM*	12%	2%	1%	?	-5%	3%	-34%	-15%	Cc1cccc(-c2noc(-c3ccccc3OCC(=O)Nc3ccc([N+](=O)[O-])cc3)n2)c1
-4%	i	17%	0%	33%	0%	-2%	-14%	34%	CC(C)COc1cccc(C(=O)NC2(C)CCS(=O)(=O)C2)c1 (stereo unspecified)
3%	2%	15%	10%	-10%[59 µM]	4%	1%	1%	26%	NC(=O)c1cc([N+](=O)[O-])ccc1N1CCCCC1
-12%[57.1 µM]	-6%	2%	-5%	-2%[0.0925 µM]	-1%	-3%	6%	22%	O=C(CCCCCn1c(=O)[nH]c2ccsc2c1=O)NCc1ccc2c(c1)OCO2
-8%	i	-9%	0%	-2%[59 µM]	-3%	-11%	5%	33%	Cc1cc(C(F)F)n2nc(C(=O)Nc3c(C)cccc3C)nc2n1
?	-7%	-13%	5%	nt	-11%	12%	?	-12%	COc1ccc(C)cc1NC(=S)NC(C)c1ccc(OC)c(OC)c1 (stereo unspecified)
-4%	2%	11%	7%	10%[59 µM]	nt	5%	7%	26%	O=C(COC(=O)c1ccc(S(=O)(=O)N2CCCCC2)cc1)Nc1ccccc1
-2%	0%	26%	-7%	?	2%	8%	-7%	14%	CC(C(=O)Nc1ccccc1C(=O)O)n1c(C(F)(F)F)nc2ccccc21 (stereo unspecified)
-6%	-8%	8%	-1%	-8%[59 µM]	1%	18%	-5%	26%	CCCCCNC(=O)CCc1ccccc1
-2%	12%	12%	-1%	nt	0%	1%	?	37%	COc1ccccc1C(c1c(N)n(C)c(=O)n(C)c1=O)C(C)[N+](=O)[O-] (stereo unspecified)
?	i	30%[activator]	-1%	nt	-6%	22%	?	-11%	Cc1c(NC(=S)N/N=C/C=C/c2ccccc2)c(=O)n(-c2ccccc2)n1C
-27%	-8%	1%	1%	-6%[12.7 µM]	2%	33%[activator]	4%	4%	CCn1c(=O)[nH]c2cc(C(=O)N3CCN(c4ccccc4)CC3)ccc2c1=O
-17%	i	33%[activator]	-5%	?	-1%	6%	?	0%[57 µM]	CC(C)c1ccc(NC2CCCN(C(=O)c3ccco3)C2)cc1 (stereo unspecified)
56µM*	-6%	-13%	-9%	3%[59 µM]	-3%	-3%	-8%	44%[activator]	CCn1c(CN2CCC(C)CC2)nc2cc(NC(=O)c3cccc([N+](=O)[O-])c3)ccc21
-7%	i	35%[activator]	0%	27%[59 µM]	-3%	2%	11%	46%	O=C(Nc1cc(C(F)(F)F)ccc1N1CCOCC1)c1cncc(Br)c1
-23%	-2%	18%	24%	20%[2.33 µM]	nt	-2%	?	36%	Cc1ccccc1Nc1nc(N)nc(COC(=O)CCNS(=O)(=O)c2ccccc2)n1
-8%	1%	-9%	-2%	nt	nt	9%	nt	27%	COc1ccc(-c2noc(CCC(=O)N3CCN(c4cccc(C)c4)CC3)n2)cc1
-21%	-5%	16%	11%	0%[59 µM]	-6%	-2%	-33%	1%	CC(=O)c1ccc(N2CCN(C(=O)NCc3noc4ccc(C)cc34)CC2)cc1
13%	-4%	3%	10%	32µM*	-4%	13%	6%	41%[activator]	COc1ccc(/C=C/C(=O)NC(=S)NNC(=O)Cc2cccs2)cc1
?	-2%	2%	5%	?	0%	36%[activator]	?	23%	c1ccc(C[n+]2csc3ccccc32)cc1
-21%	i	-13%	0%	-3%	-8%	1%	-2%	-21%	Cc1ccc(-c2nc(C)c(C(=O)O)s2)cc1
-13%	-3%	-1%	0%	-1%[59 µM]	-1%	-5%	-8%	18%	Cc1ccc2oc(-c3ccc(C)c(NC(=O)C(C)(C)Oc4ccc(Cl)cc4)c3)nc2c1
-12%	-3%	-2%	1%	nt	nt	6%	nt	15%	Cc1ccc(OCCC(=O)OCC(=O)Nc2ccc(C)c(S(=O)(=O)N3CCOCC3)c2)cc1
-8%	1%	172%[activator]	-5%	1%	-2%	-5%	-2%	53%[activator]	COc1cccc(OC)c1C(=O)NNC(=O)c1ccc(F)cc1
?	-12%	94%[activator]	-3%	50µM*	-2%	-24%	-4%	-16%	O=C1NCCC/C1=N\Nc1ccc(Br)cc1
-10%	-9%	2%	-1%	10%[59 µM]	0%	-27%	-15%	45%[activator]	CC(C)Cc1nn2c(=O)cc(COC(=O)CNC(=O)c3ccc(C(C)(C)C)cc3)nc2s1
-2%	6%	22%	3%	2%	2%	-1%	18%[57.1 µM]	24%	CCc1ccc(CNC(=O)CCS(=O)(=O)Cc2ccccc2F)cc1
-23%	-10%	-14%	2%	2%[59 µM]	?	-3%	-3%	-9%	Cc1ccc(S(=O)(=O)c2cn(C)c3cc(N4CCCC(C)C4)c(F)cc3c2=O)c(C)c1 (stereo unspecified)
-13%	-3%	-2%	-6%	?	-2%	-1%	-3%	32%	CC1CN(CCC(=O)Nc2ccc3c(c2)CCC3)CC(C)O1 (stereo unspecified)
-6%	1%	14%	-6%	4%[59 µM]	-3%	6%	-21%	28%	O=C1CC(N2CCN(c3ccc(F)cc3)CC2)C(=O)N1Cc1cccs1 (stereo unspecified)
-14%	-13%	-24%	-3%	21%[2.33 µM]	nt	-3%	5%	30%	CS(=O)(=O)c1ccc(Cl)c(NC(=O)CSc2n[nH]c(-c3cccs3)n2)c1
-20%	1%	1%	14%	-5%[59 µM]	-2%	0%	-28%	16%	Cn1cc(/C=C(\C#N)C(=O)Nc2cccc([N+](=O)[O-])c2)c2ccccc21
-5%	-6%	126%[activator]	-1%	7%[59 µM]	0%	11%	0%	15%	Brc1cc2c(cc1/C=N/Nc1nc(N3CCOCC3)nc(N3CCOCC3)n1)OCO2
-7%[57.1 µM]	-5%	10%	2%	8%	5%	-2%	-3%	27%	Cn1c(=O)c2nc(-c3ccccc3)oc2c2ccccc21
-11%	-2%	-10%	-6%	nt	5%	3%	-5%	31%[activator]	COc1cc2ncnc(NCCCN3CCOCC3)c2cc1OC
-27%	i	-13%	1%	-4%[59 µM]	-11%	-3%	?	-1%	CCOc1ccc(C(=O)NC(=S)Nc2ccccc2N2CCC(C)CC2)cc1[N+](=O)[O-]
0%	-7%	-8%	3%	6%	-8%	-9%	nt	26%	Cn1c(-c2cccc([N+](=O)[O-])c2)[n+](C)c2ccccc21
-22%	-2%	-8%[58.9 µM]	0%	1.1µM*!	nt	6%	nt	26%	CC(C)(C)NCC(O)COc1cccc2[nH]c(=O)[nH]c12 (stereo unspecified)
-11%	-1%	22µM*	?	?	-3%	?	?	18%	COC1=C/C(=C/c2c(N)n3nc(CC(=O)N4CCOCC4)sc3nc2=O)C=CC1=O
-1%	-1%	1%	1%	-5%[12.7 µM]	-2%	1%	-6%	23%	O=C(O)c1ccc(NC(=O)C2(c3ccccc3)CCOCC2)cc1
-15%	-9%	46%[activator]	3%	8%[59 µM]	1%	-6%	6%	34%	COc1cccc(C(=O)Nc2cccc(NC(C)=O)c2)c1
-11%	-9%	?	-1%	50µM*	-2%	-1%	-4%	13%	O=C(O)c1cccc(N2CCCC2=O)c1
-6%[11.4 µM]	-6%	-11%	-2%	15%[59 µM]	0%	0%	29%	-13%	CCN1C(=O)NC(c2cc(Br)ccc2OC)C(C(=O)OC)=C1C (stereo unspecified)
-13%	3%	12%	-11%	-4%[59 µM]	-5%	4%	0%	9%	O=C(/C=C/c1cccs1)Nc1ccc(S(=O)(=O)Nc2ncccn2)cc1
-33%	-6%	23%	65%[activator]	15%[2.33 µM]	nt	-5%	?	7%	CCCCCCSc1ccc([C@@H]2[C@H]3C(=O)N(C)C(=O)[C@H]3[C@]3(C(=O)OC)CCCCN23)cc1OC
?	-15%	?	3%	16%	-11%	66%[activator]	-2%	-10%	O=C(/C=C/c1ccc(OC2CSC2)cc1)c1ccccc1
-23%	-1%	20%	-7%	nt	nt	0%	nt	13%	C[C@H](CO)N1C[C@H](C)[C@@H](CN(C)C(=O)Nc2ccc(C(F)(F)F)cc2)Oc2c(NC(=O)Nc3ccccc3)cccc2C1=O
